Screening results (PubChem)
CCT chaperon mod: modulators of cytosolic chaperonin (CCT/TRiC) activity; activity change, % (test concentration not listed), hits read low; purified chaperonin ATPase assay, HTRF ADP detection, 30 min; AID 651819; 360,000 compounds, 0.3% hits; in the data active = activity change below about -30%; also: % is scaled to controls: 0 for no effect and ±100 for the full control effect
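TRiC (40 or 20 nM final, by batch activity) in 30 mM Tris pH 7.4, 100 mM KCl, 5 mM MgCl2, 1 mM DTT was treated with compound at 76 uM single dose, then 10 uM ATP, 30 min at 37 °C. ADP was read by HTRF Transcreener.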
EPAC1 ag: agonists of human EPAC1 | AID 720707 | O95398 | EPAC1 agonist qHTS, biochemical assay; response scale: 100% = response to 6.5 mM cAMP | Potency, µM (top dose mostly 154 µM), inactives show at the top dose activation, usual class: activators | 360,000 compounds, 0.073% hits; also: potency is read from the fitted curve at half-maximal effect; nearly all actives have a fitted effect of over 60% in size
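EPAC1 100 nM, Rap1B–BODIPY-GDP 250 nM, unlabeled GDP 50 uM; compound titration; 5 min RT; kinetic read ex480/em540 at 5-min intervals ×30 min; data normalized to 6.5 mM cAMP agonist control.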
WRN inhibitor: WRN helicase (human) inhibition; Potency, µM (top dose mostly 114 µM), without a hit: at the highest dose activity change, negative = inhibition, usual class: inhibitors; 360,000 compounds, 0.46% hits; Q14191; WRN helicase unwinding, fluorescent forked duplex, kinetic; also: potency is read from the fitted curve at half-maximal effect; % is scaled to controls: 0 for no effect and ±100 for the full control effect; nearly all actives have a fitted effect of over 55% in size
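Screening of the MLSMR collection measured strand separation of a quenched forked DNA duplex (100 nM) by 20 nM WRN with 2 mM ATP, all final. Compounds were preincubated with enzyme 15 min at room temperature.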
PI5P4Ka inh: inhibitors of human PI5P4K alpha | PI5P4Kalpha enzyme, ADP-Glo luminescence, 60 min; active compounds read low | 330,000 compounds, 1.2% hits | AID 652105 | max response, %; active = max response of -50% or lower; inconclusive = between -30% and -50%; inactive = -30% or higher; also: value at the top dose of about 77 µM; % is scaled to controls: 0 for no effect and ±100 for the full control effect
Target sequence (P48426 whole entry, looked up): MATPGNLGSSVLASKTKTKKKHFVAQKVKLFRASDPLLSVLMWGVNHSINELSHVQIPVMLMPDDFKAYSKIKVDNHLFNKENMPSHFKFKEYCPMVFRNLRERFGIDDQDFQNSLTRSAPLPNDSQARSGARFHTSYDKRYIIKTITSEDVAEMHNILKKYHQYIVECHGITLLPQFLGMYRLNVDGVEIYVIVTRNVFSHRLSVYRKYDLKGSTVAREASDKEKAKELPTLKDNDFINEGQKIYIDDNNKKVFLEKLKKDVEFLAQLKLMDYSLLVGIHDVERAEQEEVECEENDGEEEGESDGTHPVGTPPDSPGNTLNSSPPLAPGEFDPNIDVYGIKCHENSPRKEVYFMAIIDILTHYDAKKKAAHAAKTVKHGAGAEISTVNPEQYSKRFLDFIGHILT
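Enzyme plus substrate dispensed, test compounds pinned in, then ATP (5 microM final) added. After 60 min at RT, ADP-Glo reagent 1 for 45 min and reagent 2 for 30 min preceded luminescence imaging.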
IL2 activator: activators of IL-2; IL-2 activation reporter assay, cell-based qHTS; stimulated with anti-CD3/CD4/CD28 beads; in transgenic mouse T cells; activation, % (series mostly up to about 46 µM); 360,000 compounds, 0.065% hits; AID 652025; in the data active = activation above about 50%; inconclusive = mostly about 30% to 49%; also: 0% is about no effect
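Unstimulated transgenic mouse T cells; 60-min compound exposure; bead-based TCR/CD4/CD28 stimulation; 18 h culture, 37 degrees C; dual fluorescence (EGFP, DsRed) plate cytometry.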
EPAC2 ag: EPAC2 (human) agonism | Potency, µM (highest dose often 154 µM), inactives show top-dose activation, hits mostly activators | EPAC2 activation, biochemical qHTS; response scale: 100% = 6.5 mM cAMP response | 360,000 compounds, 0.079% hits | Q8WZA2; also: potency is read from the fitted curve at half-maximal effect; nearly all actives have a fitted effect of over 50% in size
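Nucleotide exchange monitored as fluorescence drop when BODIPY-GDP leaves Rap1B. Reaction: 100 nM EPAC2, 250 nM RAP1B-BODIPY-GDP, 50 uM GDP, room temperature, kinetic read over 30 min. Activity expressed relative to 6.5 mM cAMP.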
PLK1 PBD block: inhibitors of human PLK1 polo-box domain binding; P53350; Plk1 PBD binding of FITC phosphopeptide, fluorescence polarization; Potency, µM, for the others: max response, negative = inhibition, most hits filed as inhibitors; 360,000 compounds, 2.8% hits; AID 720504; also: potency is read from the fitted curve at half-maximal effect; series mostly up to about 57 µM; % is scaled to controls: 0 for no effect and ±100 for the full control effect; nearly all actives have a fitted effect of over 65% in size
Target sequence (P53350 whole entry, looked up, the tested form may be a part): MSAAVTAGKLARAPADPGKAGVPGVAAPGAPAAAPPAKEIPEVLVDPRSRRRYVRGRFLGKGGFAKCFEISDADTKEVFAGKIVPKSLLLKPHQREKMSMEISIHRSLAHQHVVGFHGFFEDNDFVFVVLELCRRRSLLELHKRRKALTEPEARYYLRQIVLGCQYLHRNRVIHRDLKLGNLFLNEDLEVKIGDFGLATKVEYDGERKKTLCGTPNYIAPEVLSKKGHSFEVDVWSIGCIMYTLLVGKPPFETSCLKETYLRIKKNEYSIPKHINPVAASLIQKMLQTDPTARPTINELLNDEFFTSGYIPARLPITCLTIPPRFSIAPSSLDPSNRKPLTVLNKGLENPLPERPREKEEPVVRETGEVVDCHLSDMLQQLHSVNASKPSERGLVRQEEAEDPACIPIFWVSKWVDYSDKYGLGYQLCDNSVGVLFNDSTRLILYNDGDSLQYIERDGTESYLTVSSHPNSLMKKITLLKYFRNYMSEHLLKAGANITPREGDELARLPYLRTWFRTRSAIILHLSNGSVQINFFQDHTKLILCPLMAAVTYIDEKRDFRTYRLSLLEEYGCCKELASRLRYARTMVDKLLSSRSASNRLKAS
EPAC1 antagonist: antagonists of human EPAC1; O95398; EPAC1 GEF assay, Rap1b-BODIPY-GDP exchange fluorescence; Potency, µM (doses to about 115 µM), without a hit: at the top dose activity change, negative = inhibition, hits mostly inhibitors; 360,000 compounds, 0.14% hits; AID 720709;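 also: potency is read from the fitted curve at half-maximal effect; plate controls were vehicle for no effect and positive control for full effect; nearly all actives have a fitted effect of over 50% in size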
Numbers without * were called inactive; [ ] = remark or other dose. Unless noted, calls follow the shape of the dose curve; as a rule, active = well fitted curve in the direction sought with a large enough effect; inconclusive = small, poorly fitted or top-dose-only effect, or another doubt; inactive = no such curve, though single readings can be large; an effect the other way counts as inactive or inconclusive. These rows are one share of the data; the hit share may differ from the screen's.

Cc1ccc(CNC(=S)NC2CCCCC2)cc1 was read as CCT chaperon mod -0.2, EPAC1 ag -9%, WRN inhibitor 12%, PI5P4Ka inh 3, IL2 activator -3.0, EPAC2 ag 2%, PLK1 PBD block -5% and EPAC1 antagonist -4%.
CCCCN1C[C@H](CSC)[C@@H](CC(=O)Nc2ccc(OC)cc2)C1=O was read as CCT chaperon mod -1.7, EPAC1 ag 16%, WRN inhibitor 4%, PI5P4Ka inh -7, IL2 activator -2.2, EPAC2 ag 10%, PLK1 PBD block -12% and EPAC1 antagonist 14%.
Screening Cc1ccc(-c2c(C#N)c(N)nc3c2CCCC3)o1 returned CCT chaperon mod 0.1, EPAC1 ag 5%, WRN inhibitor -4%, PI5P4Ka inh 2, IL2 activator -0.3, EPAC2 ag 7%, PLK1 PBD block 0% and EPAC1 antagonist 4%.
`CCOc1nc(-c2ccccc2)c2cc(C)ccc2n1` gave CCT chaperon mod -0.9, EPAC1 ag -8%, WRN inhibitor -3%, PI5P4Ka inh -2, IL2 activator 0.9, EPAC2 ag 8%, PLK1 PBD block 3% and EPAC1 antagonist -8%.
`COc1ccc(CNC(=O)N2CCN(c3cccc(Cl)c3)CC2)cc1OC` gave CCT chaperon mod -0.6, EPAC1 ag -3%, WRN inhibitor -7%, PI5P4Ka inh -5, IL2 activator -0.3, EPAC2 ag 7%, PLK1 PBD block 1% and EPAC1 antagonist -1%.
For CCOCCCN(C(=O)c1snc(C(N)=O)c1N)C(C(=O)NCCC(C)C)c1ccc(F)cc1 (stereo not given) the results were CCT chaperon mod -0.4, EPAC1 ag -10%, WRN inhibitor -5%, PI5P4Ka inh 1, IL2 activator 0.4, EPAC2 ag -3%, PLK1 PBD block -15% and EPAC1 antagonist inconclusive.
`COc1cccc(CNC(=O)C2CCN(S(=O)(=O)N3CC(C)CC(C)C3)CC2)c1` (stereo not given) gave CCT chaperon mod 3.8, EPAC1 ag -6%, WRN inhibitor -4%, IL2 activator -1.9, EPAC2 ag 1%, PLK1 PBD block 1% and EPAC1 antagonist -1%.
`Cc1cc(N2CCN(C)CC2)nc2ccc(NC(=S)NCCC(C)C)cc12` gave CCT chaperon mod -1.5, EPAC1 ag -1%, WRN inhibitor -3%, PI5P4Ka inh 1, IL2 activator 1.1, EPAC2 ag 5%, PLK1 PBD block inconclusive and EPAC1 antagonist -3%.
`Nc1cccc(-c2ccc(CO)o2)c1` gave CCT chaperon mod -0.5, EPAC1 ag 7%, WRN inhibitor 2%, PI5P4Ka inh 5, IL2 activator 2.4, EPAC2 ag 4%, PLK1 PBD block 0% and EPAC1 antagonist -4%.
Screening Cc1c([N+](=O)[O-])oc2c1C(=O)NCCC2 returned CCT chaperon mod -3.8, EPAC1 ag 2%, WRN inhibitor 2%, PI5P4Ka inh 2, IL2 activator 1.2, EPAC2 ag 6%, PLK1 PBD block -10% and EPAC1 antagonist -11%.
`CC(C)(C)NC(=O)NC(=O)CN1CCN(S(=O)(=O)c2ccc3c(c2)OCCO3)CC1` gave CCT chaperon mod 0.4, EPAC1 ag -1%, WRN inhibitor -1%, PI5P4Ka inh 1, IL2 activator -0.3, EPAC2 ag 4%, PLK1 PBD block -3% and EPAC1 antagonist 10%.
For CCCNC(=O)C1(C)CCCN(C(=O)c2ccc3snnc3c2)C1 (stereo not given) the results were CCT chaperon mod -0.4, EPAC1 ag -2%, WRN inhibitor 4%, PI5P4Ka inh -1, IL2 activator -0.1, EPAC2 ag -3%, PLK1 PBD block 1% and EPAC1 antagonist 6%.
Cc1c(CC(=O)O)c(=O)oc2cc(OCc3ccc(Br)cc3)ccc12 was read as CCT chaperon mod -4.7, EPAC1 ag -2%, WRN inhibitor -17%, PI5P4Ka inh 2, IL2 activator -4.2, EPAC2 ag 11%, PLK1 PBD block -10% and EPAC1 antagonist -8%.
For COc1ccc(OC)c(-c2c(C#N)c(N)nc3c2c(=O)nc2sccn23)c1 the results were CCT chaperon mod -0.9, EPAC1 ag 0%, WRN inhibitor -12%, PI5P4Ka inh -20, IL2 activator -0.5, EPAC2 ag 0%, PLK1 PBD block inconclusive and EPAC1 antagonist 7%.
Screening COc1ccccc1OCc1nnc(SCC(=O)NCc2ccco2)n1Cc1ccco1 returned CCT chaperon mod -0.7, EPAC1 ag 0%, WRN inhibitor inconclusive, PI5P4Ka inh inconclusive, IL2 activator 0.1, EPAC2 ag -2%, PLK1 PBD block inconclusive and EPAC1 antagonist -19%.
CC1(C)CC(=O)C2=C(C1)Oc1ncn(CCCO)c(=N)c1C2c1ccccc1 (stereo not given) was read as CCT chaperon mod -2.2, EPAC1 ag 1%, WRN inhibitor -7%, IL2 activator -1.7, EPAC2 ag 9%, PLK1 PBD block -8% and EPAC1 antagonist -8%.
Screening CCNC(=S)Nc1ccc2c(c1)c(=O)n(C)n2Cc1ccc(Cl)cc1 returned CCT chaperon mod 1.7, EPAC1 ag 7%, WRN inhibitor -11%, PI5P4Ka inh inconclusive, IL2 activator 0.0, EPAC2 ag 7%, PLK1 PBD block 21µM* and EPAC1 antagonist -2%.
CCCCCCCNC(=O)C1(CC2CC(c3cccc(Br)c3)=NO2)CCN(C(=O)C2CCCC2)CC1 (stereo not given) was read as CCT chaperon mod 1.2, EPAC1 ag -31%[inhibitor], WRN inhibitor -2%, PI5P4Ka inh -4, IL2 activator 0.0, EPAC2 ag -2%, PLK1 PBD block -4% and EPAC1 antagonist -9%.
`FC(F)(F)c1ccccc1NC(=S)Nn1cnnc1` gave CCT chaperon mod -2.0, EPAC1 ag -8%, WRN inhibitor 8%, PI5P4Ka inh -20, IL2 activator -1.3, EPAC2 ag 5%, PLK1 PBD block 9.5µM* and EPAC1 antagonist -3%.
COCCCNC(=O)c1csc([C@@H]2C[C@H](O)[C@@H](CO)O2)n1 was read as CCT chaperon mod -2.4, EPAC1 ag 12%, WRN inhibitor 1%, PI5P4Ka inh 0, IL2 activator -0.1, EPAC2 ag 0%, PLK1 PBD block -4% and EPAC1 antagonist -4%.
Screening O=C(CSc1nnc(NC2CCCCC2)s1)NC1CCS(=O)(=O)C1 (stereo not given) returned CCT chaperon mod -1.0, EPAC1 ag 6%, WRN inhibitor -10%, IL2 activator -0.1, EPAC2 ag 11%, PLK1 PBD block -5% and EPAC1 antagonist 4%.
Screening CCOc1ccccc1C(=O)Nc1ccc(S(=O)(=O)N2CCN(C)CC2)cc1 returned CCT chaperon mod -0.2, EPAC1 ag -4%, WRN inhibitor 5%, PI5P4Ka inh -2, IL2 activator 0.0, EPAC2 ag 0%, PLK1 PBD block 2% and EPAC1 antagonist 12%.
`COc1ccc(/C=C(\NC(=O)c2ccc(C)cc2)C(=O)Nc2c(C)n(C)n(-c3ccccc3)c2=O)cc1` gave CCT chaperon mod -1.6, EPAC1 ag 2%, WRN inhibitor 6%, PI5P4Ka inh 3, IL2 activator -0.5, EPAC2 ag 5%, PLK1 PBD block -4% and EPAC1 antagonist -22%.
Screening Cc1cc(NC(=O)CSc2nnc(C3CC3)n2N)no1 returned CCT chaperon mod 1.3, EPAC1 ag -4%, WRN inhibitor -5%, IL2 activator -2.2, EPAC2 ag 4%, PLK1 PBD block -3% and EPAC1 antagonist 18%.
For O=C(Cc1c(F)cccc1Cl)Nc1cccnc1 the results were CCT chaperon mod -1.9, EPAC1 ag 6%, WRN inhibitor -8%, IL2 activator 2.1, EPAC2 ag 9%, PLK1 PBD block 0% and EPAC1 antagonist -12%.
For CCOC(=O)C1=C(C)N=c2s/c(=C\c3ccc(OCC(=O)O)c(OC)c3)c(=O)n2C1c1ccc(OC)cc1 (stereo not given) the results were CCT chaperon mod -3.3, EPAC1 ag -8%, WRN inhibitor -10%, PI5P4Ka inh -61*, IL2 activator 0.8, EPAC2 ag -41%[inhibitor], PLK1 PBD block -23% and EPAC1 antagonist -20%.
`O=C1C(Cl)=C(Nc2ccc3cn[nH]c3c2)C(=O)c2ccccc21` gave CCT chaperon mod -11, EPAC1 ag 1%, WRN inhibitor -35%, PI5P4Ka inh -87*, IL2 activator -0.7, EPAC2 ag 8%, PLK1 PBD block 13µM* and EPAC1 antagonist -24%.
Screening CCC(=O)N1Cc2cc(C(=O)NCc3cccc(F)c3)nc(-c3cccc(C4=CCCC4)c3)c2[C@H]1CCO returned CCT chaperon mod 1.4, EPAC1 ag 6%, WRN inhibitor -2%, PI5P4Ka inh -1, IL2 activator 1.4, EPAC2 ag 13%, PLK1 PBD block -10% and EPAC1 antagonist -8%.
O=C(CSc1oc(-c2ccccc2)nc1S(=O)(=O)c1ccc(F)cc1)NCC1CCCO1 (stereo not given) was read as CCT chaperon mod -0.5, EPAC1 ag 3%, WRN inhibitor -1%, PI5P4Ka inh -5, IL2 activator 0.9, EPAC2 ag -3%, PLK1 PBD block -3% and EPAC1 antagonist 13%.
Screening Cc1cc(C(=O)NCc2ccc3c(c2)OCO3)ccc1[N+](=O)[O-] returned CCT chaperon mod -4.7, EPAC1 ag -4%, WRN inhibitor 4%, PI5P4Ka inh -1, IL2 activator -0.8, EPAC2 ag 5%, PLK1 PBD block -10% and EPAC1 antagonist 4%.
Screening COc1cc(C(=O)NC(=S)Nc2ccc(Cl)cn2)cc(OC)c1OC returned CCT chaperon mod -2.2, EPAC1 ag -11%, WRN inhibitor 4%, PI5P4Ka inh -9, IL2 activator -2.2, EPAC2 ag -6%, PLK1 PBD block 24µM* and EPAC1 antagonist -16%.
`COc1ccccc1C(=O)OCc1cc(=O)n2ccsc2n1` gave CCT chaperon mod 2.7, EPAC1 ag 5%, WRN inhibitor -6%[11.6 µM], PI5P4Ka inh inconclusive, IL2 activator -0.6, EPAC2 ag 3%, PLK1 PBD block -2% and EPAC1 antagonist 3%.
For CCNc1nc(NCC)nc(Nn2cnnc2)n1 the results were CCT chaperon mod -1.6, EPAC1 ag 7%, WRN inhibitor -2%, IL2 activator -0.4, EPAC2 ag 8%, PLK1 PBD block -8% and EPAC1 antagonist 8%.
`COc1ccc(OC)c(NC(=O)C(C)OC(=O)c2cc3ccccc3[nH]2)c1` (stereo not given) gave CCT chaperon mod -0.1, EPAC1 ag -8%, WRN inhibitor -10%, PI5P4Ka inh 2, IL2 activator -2.1, EPAC2 ag -4%, PLK1 PBD block -5% and EPAC1 antagonist -25%.
